PKA-R1A activ – PKA-R1A complex activation; P00514+P68181; activation, % at 11.4 µM; 340,000 tested, 0.083% active; PKA-R1A dissociation, Cy5-IP20 fluorescence polarization; scaled: DMSO 0%, 113 µM cGMP 100%;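 active = percent activation above the mean of all tested compounds plus 3 SD, cut at about 19% in these data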;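 also: higher means more PKAc released from R1A so a rise in polarization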
PKA-R2B act – activators of human PKA-R2B complex; PKA-R2B holoenzyme dissociation, Cy5-IP20 fluorescence polarization; R2B truncated from residue 108, S112A mutant; 0% DMSO only, 100% 113 µM cGMP; activation, % at 11.4 µM; P22694+P31323; 340,000 tested, 0.079% active;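 active = activation above a cutoff set at the mean over all compounds plus 3 SD, cut at about 18% in these data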;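 also: higher means more holoenzyme dissociation and a rise in polarization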
Target sequence (P31323 whole entry, looked up, other chains not shown, the tested form may be a part): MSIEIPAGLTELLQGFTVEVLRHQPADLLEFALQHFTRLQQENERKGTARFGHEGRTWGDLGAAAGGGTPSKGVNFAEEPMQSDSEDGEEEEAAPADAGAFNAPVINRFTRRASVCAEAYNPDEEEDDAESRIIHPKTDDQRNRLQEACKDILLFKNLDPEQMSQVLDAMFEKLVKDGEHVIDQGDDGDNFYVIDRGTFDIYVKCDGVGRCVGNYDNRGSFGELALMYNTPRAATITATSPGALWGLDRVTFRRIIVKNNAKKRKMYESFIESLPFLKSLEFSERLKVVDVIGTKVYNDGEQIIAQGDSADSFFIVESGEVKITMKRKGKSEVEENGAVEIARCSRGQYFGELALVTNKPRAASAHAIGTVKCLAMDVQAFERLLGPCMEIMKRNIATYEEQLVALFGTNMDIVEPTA
DSG3 Ab inh – blocks pemphigus antibody binding to human desmoglein-3. P32926. DSG3-coupled beads, scFv-anti-DSG3-GFP binding, flow cytometry; active compounds read low. binding (percent of control), % at 10 µM. 310,000 tested, 0.48% active. AID 588358;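 active = binding more than 3 SD below its plate's average and above zero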;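 also: hits lower antibody fragment binding to DSG3; some compounds called inactive have numbers as strong as hits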
* = called active by the depositor; x = no result given. These rows are one share of the data; rates above refer to the full screens.

PKA-R1A activ | PKA-R2B act | DSG3 Ab inh | Compound
-20 | -11 | 105 | COc1ccc(NC(=O)C[C@H]2C(=O)N(Cc3ccccc3)C[C@@H]2Cc2ccccc2)cc1
-5 | 1 | 106 | C[C@H](CO)N1C[C@H](C)[C@@H](CN(C)C(=O)Nc2ccccc2F)Oc2cc(Br)ccc2S1(=O)=O
-6 | -4 | 98 | COc1ccc(CN2C(=O)C(CC(=O)NCc3ccco3)CC(C(=O)N(C(C)C)C(C)C)=C2C)cc1 (centres undefined)
0 | 1 | 109 | CC(C)NC(=O)N(C)C[C@@H]1Oc2cc(Br)ccc2S(=O)(=O)N([C@@H](C)CO)C[C@H]1C
-3 | 2 | 101 | C[C@@H]1CCCCO[C@H](CN(C)Cc2ccc(C(=O)O)cc2)[C@@H](C)CN([C@H](C)CO)C(=O)c2cc(N(C)C)ccc2O1
5 | -7 | 101 | C#CCN(C[C@H]1[C@H](OC(=O)NCC2CCCCC2)[C@H](OC(=O)NCC2CCCCC2)C[C@H]2C(=O)N(c3ccccc3)C(=O)[C@@H]12)S(=O)(=O)c1ccc(C)cc1
-10 | -8 | 104 | CCCCCCn1c(=O)n2n(c1=O)[C@@H]1CN(S(=O)(=O)c3ccc(C)cc3)C[C@]1(O)[C@@H](OC(=O)NCc1ccco1)C2
-1 | 4 | x | C[C@H](CO)N1C[C@H](C)[C@@H](CN(C)Cc2cccc3c2OCCCO3)OCc2cnnn2CCCC1=O
1 | 4 | 95 | C[C@@H]1Cn2cnc(C(=O)NCC(=O)OC(C)(C)C)c2C(=O)N1
-3 | 11 | 107 | Cc1cn([C@H]2C[C@H](O)[C@@H](CNC(=O)[C@H](N)Cc3cscn3)O2)c(=O)[nH]c1=O
5 | -3 | 102 | COc1ccc(NC(=O)CCNC(=O)N2CC(=O)Nc3ccccc32)cc1
-2 | 2 | 95 | O=C(CN1CCN(S(=O)(=O)c2ccc(Br)s2)CC1)NCC1CCCCC1
-11 | -4 | 104 | O=C(Nc1ncccc1O)c1ccc(Cl)c(S(=O)(=O)N2CCCC2)c1
7 | 1 | 98 | C=CCn1c(SCC(=O)Nc2cc(C)on2)nnc1-c1ccncc1
-2 | 3 | 106 | COC[C@H](NS(=O)(=O)c1ccc(Br)cc1F)[C@@H](O)c1ccccc1

Some of these compounds in order of their number in DSG3 Ab inh, highest first:
PKA-R1A activ | PKA-R2B act | DSG3 Ab inh | Compound
-2 | 3 | 106 | COC[C@H](NS(=O)(=O)c1ccc(Br)cc1F)[C@@H](O)c1ccccc1
5 | -3 | 102 | COc1ccc(NC(=O)CCNC(=O)N2CC(=O)Nc3ccccc32)cc1
-6 | -4 | 98 | COc1ccc(CN2C(=O)C(CC(=O)NCc3ccco3)CC(C(=O)N(C(C)C)C(C)C)=C2C)cc1 (centres undefined)

More structures.
PKA-R1A activ | PKA-R2B act | DSG3 Ab inh | Compound
4 | 8 | 105 | CC(C)N1CC2(CC(c3ccccc3F)=NO2)CN1C(=O)c1ccco1 (centres undefined)
0 | 1 | 103 | CC1=C(C(=O)N(C)C)CC(CC(=O)NCCCN(C)C)C(=O)N1Cc1ccc(C(C)(C)C)cc1 (centres undefined)
6 | -2 | 102 | O=C1NC(Cc2ccccc2)c2nc3cc(F)ccc3c(=O)n2-c2cc3ccccc3cc21 (centres undefined)
-10 | -11 | 107 | C[C@H]1CCCCO[C@H](CN(C)S(=O)(=O)c2cn(C)cn2)[C@@H](C)CN([C@@H](C)CO)C(=O)c2cc(NS(=O)(=O)c3ccccc3)ccc2O1
-7 | -3 | 105 | Cc1noc(C)c1S(=O)(=O)N(C)C[C@H]1OCc2cn(nn2)CCCC(=O)N([C@@H](C)CO)C[C@@H]1C
-4 | -2 | 100 | COc1ccccc1-c1noc2c1C(=O)NCC2
3 | 5 | 105 | C[C@H](CO)N1C[C@H](C)[C@@H](CN(C)C(=O)Nc2ccnc(N3CCOCC3)c2)OCc2cnnn2CCCC1=O
-1 | 0 | 103 | C#CCN(C[C@@H]1[C@@H](OC(=O)NCc2ccccc2)[C@@H](OC(=O)NCc2ccccc2)Cn2c(=O)n(CCCCCC)c(=O)n21)S(=O)(=O)c1ccc(C)cc1
-8 | -13 | 95 | COc1cccc(-c2ccccc2C2=CC(=O)CC(C)(C)C2=O)c1
-3 | -5 | 100 | CC(C)(C)C(=O)OCc1ccc(C2=CC(=O)CC(C)(C)C2=O)cc1
-1 | -3 | 106 | C[C@H]1CN([C@@H](C)CO)C(=O)CCCn2nncc2CO[C@@H]1CN(C)Cc1cccc(C(F)(F)F)c1
-14 | -6 | 100 | CC(C)C1C(=O)N(Cc2cn(CCC3OCCO3)nn2)CCS(=O)(=O)N1Cc1ccc(-c2cccc(CO)c2)cc1 (centres undefined)
-13 | -7 | 100 | CC(C)(CNC(=O)c1cccc(S(=O)(=O)N2CCCCC2)c1)N1CCOCC1
6 | -8 | 102 | Cc1ccc(S(=O)(=O)N2[C@H](c3cccc(Cl)c3)CC(=O)[C@@H]3CN(S(=O)(=O)c4ccccc4C)[C@H](c4ccc(Cl)cc4)C[C@@H]32)cc1
-14 | 3 | 100 | CC1=C(C(=O)N2CCOCC2)CC(CC(=O)NC2CCCCC2)C(=O)N1CCCN1CCCC1=O (centres undefined)

Look-ups from the list:
Under PKA-R2B act, `C[C@H]1CN([C@@H](C)CO)C(=O)CCCn2nncc2CO[C@@H]1CN(C)Cc1cccc(C(F)(F)F)c1` has the entry -3
Under DSG3 Ab inh, `CC1=C(C(=O)N2CCOCC2)CC(CC(=O)NC2CCCCC2)C(=O)N1CCCN1CCCC1=O` (centres undefined) has the entry 100
Under PKA-R1A activ, `CC(C)(CNC(=O)c1cccc(S(=O)(=O)N2CCCCC2)c1)N1CCOCC1` has the entry -13

The main list resumes; the 3 compounds before the break are reprinted first.
PKA-R1A activ | PKA-R2B act | DSG3 Ab inh | Compound
-13 | -7 | 100 | CC(C)(CNC(=O)c1cccc(S(=O)(=O)N2CCCCC2)c1)N1CCOCC1
6 | -8 | 102 | Cc1ccc(S(=O)(=O)N2[C@H](c3cccc(Cl)c3)CC(=O)[C@@H]3CN(S(=O)(=O)c4ccccc4C)[C@H](c4ccc(Cl)cc4)C[C@@H]32)cc1
-14 | 3 | 100 | CC1=C(C(=O)N2CCOCC2)CC(CC(=O)NC2CCCCC2)C(=O)N1CCCN1CCCC1=O (centres undefined)
1 | 0 | 106 | C[C@@H]1CN([C@@H](C)CO)C(=O)CCCn2nncc2CO[C@@H]1CN(C)S(=O)(=O)c1ccc(F)cc1
-11 | 1 | 113 | CCCCN1C[C@H](c2ccc(OC)cc2)[C@@H](CC(=O)Nc2ccc(OC)cc2)C1=O
-2 | -2 | 104 | C[C@H](CO)N1C[C@H](C)[C@H](CN(C)Cc2cccc(F)c2)Oc2ncc(Br)cc2C1=O
-2 | 6 | 106 | CC(C)CC#Cc1ccc2c(c1)O[C@H](CN(C)C(=O)Nc1ccccc1)[C@@H](C)CN([C@H](C)CO)S2(=O)=O
7 | -6 | 97 | C[C@@H]1CN([C@@H](C)CO)C(=O)c2cc(C#Cc3ccccc3)cnc2O[C@H]1CN(C)C(=O)c1ccccc1F
9 | 2 | 101 | C[C@H]1CN([C@@H](C)CO)C(=O)CCCn2nncc2CO[C@@H]1CN(C)Cc1ccc(Oc2ccccc2)cc1
7 | 0 | 108 | CC1=C(C(=O)N(C)C)CC(CC(=O)NC2CC2)C(=O)N1Cc1ccc(C(C)(C)C)cc1 (centres undefined)
-8 | -3 | 103 | CCC(=C(c1ccc(O)cc1)c1ccc(OCCN(C)C)cc1)c1ccccc1
4 | 5 | 107 | CN(C)Cc1ccccc1CNC(=O)c1ccc(Cl)c(S(=O)(=O)NC2CC2)c1
-6 | -12 | 104 | CCCCN1C[C@H](C)[C@@H](CC(=O)Nc2ccccc2)C1=O
7 | -21 | 102 | CC(=O)N1C[C@H]2CON(C)[C@H]2C[C@H]1c1cccc(-c2cc(Cl)cc(Cl)c2)c1
-7 | -3 | 108 | COc1ccccc1-c1ccc2c(c1)O[C@@H](CN(C)C(=O)c1ccncc1)[C@H](C)CN([C@@H](C)CO)S2(=O)=O
-5 | -8 | 107 | CC(C)Cn1c(SCC(=O)NC2CC2)nc2ccccc21
2 | 5 | 101 | CCCCCC(=O)N1C[C@H](O)[C@@H](n2cc(C3CC3)nn2)C[C@@H]1c1ccc(OC)cc1
-6 | -4 | 106 | C[C@@H]1CN([C@@H](C)CO)C(=O)CCCn2nncc2CO[C@@H]1CN(C)C(=O)Nc1ccccc1
2 | 1 | 111 | CCN1C(=O)[C@H]2[C@@H](c3ccc(C)cc3)N[C@]3(CCCN(CC4CCCCC4)C3=O)[C@H]2C1=O
-12 | -14 | 103 | NS(=O)(=O)c1cccc(NC(=O)CSc2nnc(NC3CC3)s2)c1
-10 | -2 | 98 | COc1ccc(NC(=O)N(C)C[C@@H]2OCc3cnnn3CCCC(=O)N([C@@H](C)CO)C[C@H]2C)c(OC)c1
-5 | 2 | 107 | COc1cc2c(cc1CNC[C@H]1O[C@@H](n3ccc(N)nc3=O)[C@H](O)[C@@H]1O)OCO2
10 | 6 | 105 | C[C@@H]1CN([C@@H](C)CO)C(=O)CCCn2nncc2CO[C@H]1CN(C)C(=O)C1CC1
6 | -13 | 108 | N#Cc1ccc(NC(=O)COC(=O)C2CCC2)cc1
-1 | -4 | 101 | Cc1ccc(S(=O)(=O)Nc2ccccc2C=NNC(=O)c2ccncc2)cc1
-9 | -1 | 98 | CCOC(=O)CCCCCC(=O)Nc1ccc2c(c1)C(=O)N([C@H](C)CO)C[C@@H](C)[C@@H](CN(C)C(=O)CCC(F)(F)F)OCCCC[C@H](C)O2
-5 | 2 | 104 | COc1cc2c(cc1OC)C1CCc3cc4c(cc3C1N=C2)OCO4 (centres undefined)
7 | 10 | 111 | C[C@H]1CN([C@@H](C)CO)S(=O)(=O)c2ccc(-c3ccncc3)cc2O[C@H]1CN(C)C(=O)c1cccc(F)c1
-4 | -1 | 100 | CC(C)(C)NC(=S)N1CCC2CC1c1c(Cl)cccc12 (centres undefined)
-11 | -1 | 104 | Cc1ccc(S(=O)(=O)N2CC3(O)CN(C(=O)OC(C)C)N(C(=O)OC(C)C)CC3(OC(=O)NCc3ccccc3)C2)cc1 (centres undefined)
0 | 0 | 106 | C[C@H](CO)N1C[C@H](C)[C@@H](CN(C)S(=O)(=O)c2ccccc2)OCc2cnnn2CCCC1=O
-7 | -9 | 102 | CCN(CC)C(=O)C1=C(C)N(Cc2ccc(C(C)(C)C)cc2)C(=O)C(CC(=O)NCCCN(C)C)C1 (centres undefined)
0 | 8 | 103 | COc1ccc(NC(=O)N(C)C[C@H]2OCCCC[C@@H](C)Oc3ccc(N(C)C)cc3C(=O)N([C@H](C)CO)C[C@@H]2C)cc1
-5 | 4 | 112 | CC(C)COC(=O)N(C)C[C@H]1OCc2cnnn2CCCC(=O)N([C@H](C)CO)C[C@@H]1C
-7 | 0 | 104 | Cc1ccc2cc(CNC[C@H]3O[C@@H](n4cc(C)c(=O)[nH]c4=O)C[C@@H]3O)c(N3CCOCC3)nc2c1
-12 | -12 | 106 | C[C@H]1CN([C@@H](C)CO)C(=O)CCCn2nncc2CO[C@@H]1CN(C)S(=O)(=O)c1ccccc1
-1 | -3 | 103 | Cc1cccc(NC(=O)c2nc[nH]c2C(=O)NC[C@H](C)O)c1
-10 | 1 | 101 | Cc1ccc([C@H]2C[C@H](O)[C@@H](n3cc(-c4ccc(F)cc4)nn3)CN2CC2CCCCC2)cc1
-21 | 2 | 112 | Cc1ccc([C@H]2C[C@@H](n3cc(C4CC4)nn3)[C@H](O)CN2C(=O)c2cccs2)cc1
-13 | -1 | 109 | COc1ccc(NC(=O)O[C@@H](C)[C@@H]2CN3CCc4c([nH]c5ccc(-c6ccc(OC)cc6)cc45)[C@@H]3C[C@@H]2N(C)C(=O)Nc2ccc(OC)cc2)cc1
8 | -4 | 98 | COc1cc(CNC[C@H]2O[C@@H](n3cc(C)c(=O)[nH]c3=O)C[C@@H]2O)ccc1OCc1cccc(Cl)c1
-7 | 2 | 102 | CC(C)C1C(=O)N(Cc2cn(CCC3OCCCO3)nn2)CCS(=O)(=O)N1Cc1ccc(-c2ccc(Cl)cc2)cc1 (centres undefined)
-2 | 1 | 101 | C[C@@H]1CN([C@@H](C)CO)C(=O)c2c(c3ccccc3n2C)-c2ccccc2CO[C@H]1CN(C)C(=O)C1CC1
-13 | 0 | 108 | C[C@H]1CN(c2ccccc2)C(=O)[C@@H]1CC(=O)Nc1ccc(Br)cc1
2 | -6 | 98 | CCOc1ccc(OCC)c(NC(=O)C2C3C=CC(O3)C2C(=O)O)c1 (centres undefined)
-7 | 8 | 108 | C[C@H]1CN([C@@H](C)CO)C(=O)CCCn2nncc2CO[C@H]1CN(C)C(=O)Nc1ccccc1
2 | 3 | 105 | C[C@H](CO)N1C[C@H](C)[C@@H](CN(C)C(=O)NC2CCCCC2)OCc2cnnn2CCCC1=O
11 | 5 | 102 | C[C@@H]1CCCCO[C@H](CN(C)S(=O)(=O)c2cn(C)cn2)[C@H](C)CN([C@@H](C)CO)C(=O)c2cc(NC(=O)c3ccccc3)ccc2O1
-7 | -2 | 106 | C[C@@H]1CN([C@H](C)CO)C(=O)CCCn2nncc2CO[C@H]1CN(C)Cc1cccc(O)c1
-14 | 2 | 68* | O=c1c2cc(C(F)(F)F)ccc2sn1-c1ccccc1
-11 | 9 | 97 | COCOCCn1cc(CN2CCS(=O)(=O)N(Cc3ccc(-c4ccc(Cl)cc4)cc3)C(C(C)C)C2=O)nn1 (centres undefined)
-7 | 3 | 103 | COc1cccc(CN(C)C[C@@H]2OCc3ccccc3-c3c(n(C)c4ccccc34)C(=O)N([C@@H](C)CO)C[C@H]2C)c1

From PubChem BioAssay
